Shiga toxin inh = blocks Shiga toxin action in Vero cells; Vero cells, Shiga toxin protein synthesis inhibition reporter; inhibition, % at 38.7 µM; 290,000 tested, 9.2% active; in the data active = inhibition mostly above about 28%, no sharp cut-off; inactive = mostly below about 43%; note: 0% is about no effect
CHX counter = counter-screen hit for Shiga toxin inhibitors, cycloheximide; cell reporter, cycloheximide protein synthesis inhibition counterscreen; max response, %; 300,000 tested, 12% active; in the data active = max response mostly above about 13%, no sharp cut-off; inactive = mostly below about 14%; note: read at 38.3 µM for the half of the compounds with a filed dose; 0% is about no effect
HCV inh = inhibitors of hepatitis C virus infection. Huh7.5.1 HCVcc-Cre infection, luciferase reporter, 44 h. Potency, µM (doses to about 41.8 µM), for inactives: top-dose activity change, negative = inhibition, most hits filed as inhibitors. 340,000 tested, 3.4% active. AID 651820; note: potency is the fitted concentration of half-maximal effect; % is set by controls: 0 for no effect and ±100 for the full control effect
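Seed cells (1,000/well) for 4 h; treat with compound and infect with HCVcc-Cre, moi about 0.5. Incubate 44 h, then detect luciferase activity.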
Giardia FBPA inh = inhibitors of Giardia lamblia fructose-1,6-bisphosphate aldolase; A8B2U2; purified Giardia FBPA; Potency, µM (doses to about 59.6 µM), inactives show at the highest dose activity, negative = inhibition, hits mostly inhibitors; 290,000 tested, 0.71% active; AID 2451; note: potency is the fitted concentration of half-maximal effect; % is set by controls: 0 for no effect and ±100 for the full control effect; nearly all actives have a fitted effect of over 55% in size
Target sequence (A8B2U2 whole entry, looked up): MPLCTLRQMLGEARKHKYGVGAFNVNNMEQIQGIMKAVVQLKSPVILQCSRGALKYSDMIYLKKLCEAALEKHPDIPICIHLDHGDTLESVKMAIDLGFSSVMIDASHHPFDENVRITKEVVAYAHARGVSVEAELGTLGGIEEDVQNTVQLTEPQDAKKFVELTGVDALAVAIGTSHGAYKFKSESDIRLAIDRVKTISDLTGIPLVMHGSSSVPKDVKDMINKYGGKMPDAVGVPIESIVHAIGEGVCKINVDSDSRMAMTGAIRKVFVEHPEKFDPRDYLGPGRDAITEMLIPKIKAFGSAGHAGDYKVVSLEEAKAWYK
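40 nM FBPA preincubated 10 min at RT with compound (up to 57.5 uM final), then substrate plus GAPDH/TPI/NAD/arsenate coupling and diaphorase/resazurin added. Fluorescence read after 20 min at RT, 525/598 nm.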
Pf growth 96h = inhibits malaria parasite growth, 96 h | 320,000 tested, 6.9% active | AID 504834 | Potency, µM (top dose mostly 28.7 µM), without a hit: top-dose activity change, negative = inhibition, usual class: inhibitors | P. falciparum luciferase reporter growth, 96 h; note: potency is the fitted concentration of half-maximal effect; % is set by controls: 0 for no effect and ±100 for the full control effect
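Two parasite generations (96 h, 37 C, 5% CO2) of compound exposure in infected erythrocytes (0.05% parasitemia, 2% hematocrit). Luciferase-reporter P. falciparum; decreased luminescence indicates inhibited growth, aimed at apicoplast-acting delayed death.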
Pf growth 48h = P. falciparum growth inhibition at 48 hours (one generation); AID 504832; P. falciparum luciferase growth in erythrocytes, 48 h; 310,000 tested, 5.9% active; Potency, µM (top dose mostly 28.7 µM), for inactives: top-dose activity change, negative = inhibition, usual class: inhibitors; note: potency is the fitted concentration of half-maximal effect; % is set by controls: 0 for no effect and ±100 for the full control effect
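Luciferase-expressing P. falciparum in infected erythrocytes (2% hematocrit, 0.1% parasitemia final) in RPMI 1640/0.5% Albumax were exposed to compound for 48 hours at 37 C, 5% CO2; growth read as luminescence.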
* = called active by the depositor; ? = inconclusive; . = not tested or not shown; [ ] = remark or other dose. Unless noted, calls come from the whole dose curve; as a rule, active = well fitted curve in the direction sought with a large enough effect; inconclusive = small, poorly fitted or top-dose-only effect, or another doubt; inactive = no such curve, though single readings can be large; an effect the other way counts as inactive or inconclusive.

1: Cc1cc(OCC(=O)Nn2cnnc2)c(C)cc1Br
2: O=C(Nc1ccc(Cl)c(S(=O)(=O)N2CCCCC2)c1)c1ccco1
3: COc1ccccc1NC(=O)c1oc2ccccc2c1NC(=O)C1CC1
4: O=C1/C(=C/c2ccc([N+](=O)[O-])cc2)Oc2cc(O)ccc21
5: CCOc1ccc(-c2ccc(SCC(=O)N3CCN(c4ccccc4)CC3)nn2)cc1
6: CCOC(=O)N1CCc2c(sc3c2c(=O)n(Cc2ccccc2)c(=O)n3CC(=O)NCCOC)C1

compound no.,1,2,3,4,5,6
Pf growth 96h,5%,?,15µM*,41%[activator],38%[activator],?
Pf growth 48h,11%,?,12µM*,55%[activator],-9%,?
HCV inh,6%,-14%,-27%,-26%,-2%,1%
CHX counter,-1,.,-3,40*,3,-2
Giardia FBPA inh,13%,.,.,-4%,4%,4%
Shiga toxin inh,-3,.,-12,67*,3,14

7: CCN(CC)CCCN(Cc1cc2cc3c(cc2[nH]c1=O)OCO3)C(=S)Nc1ccccc1OC
8: CCN(CCNC(=O)C1CCN(S(=O)(=O)c2c(C)noc2C)CC1)c1ccccc1
9: Cc1ccc(C)c(NC(=S)c2nc3ccccc3s2)c1
10: COc1ccc(OC)c2sc(NNC(=O)C3COc4ccccc4O3)nc12 (stereo unspecified)
11: O=C(NCCC1CCCCN1S(=O)(=O)c1ccc(F)cc1)C(=O)NCc1ccccn1 (stereo unspecified)
12: CCN(CC)S(=O)(=O)c1cccc(NC(=O)CN(C)C2CCCCC2)c1

compound no.,7,8,9,10,11,12
Pf growth 96h,41%[activator],28%,8%,50%[activator],?,?
Pf growth 48h,?,-12%,35%[activator],12%,0%,?
HCV inh,-14%,-22%,7%,?,8%,-24%
CHX counter,1,-2,26*,-1,.,4
Giardia FBPA inh,0%,4%,16%,6%,.,3%
Shiga toxin inh,-15,6,42*,-9,.,-8

13: COc1ccc(-c2nn(-c3ccccc3)cc2CO)cc1
14: CCS(=O)(=O)Nc1cccc(-c2ccc3nnc(C)n3n2)c1
15: Cc1cc(SCCC(=O)O)nc2c(C)cccc12
16: O=C(COc1ccccc1)Nc1ccccc1Oc1ccccc1
17: Cc1ccc(CN2CCCN(Cc3cc(C)ccc3C)S2(=O)=O)cc1
18: N#Cc1cc(Oc2ccc3ccccc3c2)c(-n2nnc3ccccc32)cc1C#N

compound no.,13,14,15,16,17,18
Pf growth 96h,11%,?,8%,-29%,8%,?
Pf growth 48h,105%[activator],93%[activator],.,-1%,33%[activator],.
HCV inh,?,.,16%,?,-16%,-30%
CHX counter,61*,7,1,-2,-2,-5
Giardia FBPA inh,0%,3%,23%,7%,0%,-4%
Shiga toxin inh,164*,2,9,-3,4,-9

19: CCCCN(C)CCNC(=O)Cn1c(=O)sc2ccccc21
20: O=C(NC(=S)N1CCCCC1c1cccnc1)c1ccc(F)cc1 (stereo unspecified)
21: Cn1c(SCC(=O)Nc2ccccc2Br)nnc1-c1cnccn1
22: COc1ccc2oc(C(=O)OCC(=O)Nc3cc(S(=O)(=O)N4CCOCC4)ccc3C)c(C)c2c1
23: Cc1cc(C(=O)N(C)CC(=O)Nc2ccc(Cl)c(C(F)(F)F)c2)no1
24: CN1C(C(=O)NCc2ccc(OC(F)(F)F)cc2)CC2Cn3c(nc4cc(Cl)c(Cl)cc43)C21 (stereo unspecified)

compound no.,19,20,21,22,23,24
Pf growth 96h,8.3µM*,2%,?,19%,?,?
Pf growth 48h,.,-9%,10%,?,-10%,?
HCV inh,8%,9%,5%,?,-21%,-2%[8.37 µM]
CHX counter,-3,-2,-3,.,.,-9
Giardia FBPA inh,2%,?,.,.,.,-10%
Shiga toxin inh,4,-2,-6,.,.,-9

25: O=S(=O)(NCc1ccccc1)c1ccc(NC(=S)NCc2ccco2)cc1
26: COc1cccc(C2C3=C(N=C4SCC(=O)N42)c2ccccc2CC3)c1OC (stereo unspecified)
27: COc1cc([N+](=O)[O-])ccc1NC(=O)CCCOc1ccc(C)cc1
28: CC(=O)Oc1ccc2c(=O)c(Oc3ccccc3)c(C)oc2c1OC(C)=O
29: CCCN1CCn2c3c(c4cc(Br)ccc42)CCCC31 (stereo unspecified)
30: COc1ccccc1NC(=O)COC(=O)/C=C/c1ccccc1[N+](=O)[O-]

compound no.,25,26,27,28,29,30
Pf growth 96h,?,186%[activator],83%[activator],38%[activator],1.9µM*,42%[activator]
Pf growth 48h,-19%,12µM*,41%[activator],8%,8.3µM*,15%
HCV inh,?,?,-1%,1%,-22%,1%
CHX counter,1,-1,-3,-2,25*,7
Giardia FBPA inh,14%,-19%,0%,?,-23%,-5%
Shiga toxin inh,.,21,-5,-4,32*,-10

31: COC(=O)c1ccccc1NC(=O)Cn1ccnc1
32: CN(C)S(=O)(=O)Oc1ccsc1C(=O)Nc1ccccc1Cl
33: Cc1ccc2nc(SCC(=O)Nc3cccc4ccccc34)nc(=O)n2c1
34: Cc1ccc(/C(C#N)=C\c2ccc(N3CCOCC3)o2)cc1
35: CCN(CC)S(=O)(=O)c1cc(C(=O)OC(C)C(=O)NCc2ccco2)ccc1C (stereo unspecified)
36: N#C/C(=C/c1cn(CC(=O)O)c2ccccc12)c1ccc(F)cc1

compound no.,31,32,33,34,35,36
Pf growth 96h,?,6%,10%,-24%,?,?
Pf growth 48h,-17%,?,-6%,?,?,6%
HCV inh,28%,?,2%,?,-5%,8%
CHX counter,-1,-2,.,88*,.,-6
Giardia FBPA inh,-1%,2%,.,?,.,19%
Shiga toxin inh,-2,14,.,133*,.,-13

37: Cn1cc(S(=O)(=O)N2CCCC2)cc1C(=O)NCc1ccc(Cl)cc1
38: CC1(C)CN(S(=O)(=O)OCC(Cl)(Cl)Cl)C(=O)N1
39: Cc1ccc(C2CC(=O)NC3=C2C(=O)CCC3)cc1Br (stereo unspecified)
40: N#CC1=C(N)Oc2c(c(=O)oc3ccccc23)C1c1ccc(OC(=O)N2CCOCC2)cc1 (stereo unspecified)
41: CCCn1c(SCC(=O)Nc2ccc(NC(=O)CC)cc2)nc2c1c(=O)n(C)c(=O)n2C
42: CNC(=S)Nc1cccc(Cl)c1C

compound no.,37,38,39,40,41,42
Pf growth 96h,?,-44%,-5%,12µM*,-3%,-3%[5.75 µM]
Pf growth 48h,-6%,-8%,21%,9.3µM*,?,5%
HCV inh,?,33%[activator],-19%,6%,-3%,12%
CHX counter,-2,-3,-4,9,-7,-6
Giardia FBPA inh,1%,-26%,2%,-3%,17%,0%
Shiga toxin inh,-4,-5,-4,-17,-8,-13

43: COc1cc2c(cc1O)CC[C@@H]1[C@@H]2CC[C@]2(C)[C@@H](O)CC[C@@H]12
44: CCOc1ccc2nc(SCC(=O)NCc3ccc(S(N)(=O)=O)cc3)[nH]c2c1
45: CCc1ccc(C(=O)CN2C(=O)NC3(CCc4ccccc43)C2=O)cc1 (stereo unspecified)
46: OCc1nnn(-c2ccccc2)c1CO
47: COc1ccc(OC)c(/C=N/NC(=O)c2[nH]ncc2Br)c1
48: CNC(=O)CSc1nnc(C(C)C)n1C

compound no.,43,44,45,46,47,48
Pf growth 96h,.,-26%,?,9%,54%[activator],-4%
Pf growth 48h,.,2%,-8%,22%,45%[activator],18%
HCV inh,?,20%,-9%,13%,8%,34%[activator]
CHX counter,-8,-1,.,11,43*,-4
Giardia FBPA inh,8%,-8%,.,3%,-12%,-4%
Shiga toxin inh,-14,-8,.,-4,72*,24

49: CC(NC(=S)Nc1ccc(F)cc1)C(c1cccs1)N1CCOCC1 (stereo unspecified)
50: COc1ccc(CNC(=O)c2ccc(C)o2)cc1
51: COc1ccccc1CNC(=O)c1cc(S(=O)(=O)N2CCOCC2)cn1C
52: C=CCn1c(SCc2n[nH]c(=S)n2-c2ccccc2)nnc1-c1ccccc1
53: COC(=O)c1ccc(N2CCN(CCNC(=O)Nc3ccc(OC)cc3)CC2)cc1
54: Cc1cc(/C=N/O)c(C)n1-c1ccccc1

compound no.,49,50,51,52,53,54
Pf growth 96h,?,33%[activator],?,6.6µM*,-13%,6%
Pf growth 48h,?,27%,-9%,-13%,?,?
HCV inh,-3%,6%,-1%,-2%,-27%,-1%
CHX counter,-2,13*,-1,2,3,9
Giardia FBPA inh,-10%,2%,-16%,-10%,12%,-7%
Shiga toxin inh,-7,19,-6,32,6,1

55: O=C(C1CCN(C2CCN(C/C=C/c3ccccc3)CC2)CC1)N1CCOCC1
56: CC(=O)c1ccc(N2Cc3ccccc3C2=NC(=O)c2cccs2)cc1
57: Cc1cccc(COc2ccccc2/C=N/Nc2ccc([N+](=O)[O-])cc2)c1
58: CCC[C@H]1C[C@H](C(=O)NC(C(C)Cl)C2O[C@@H](SC)C(OP(=O)(O)O)[C@@H](O)[C@@H]2O)N(C)C1 (stereo partly specified)
59: COCCn1c(SCc2nc3ccccc3s2)nc2ccccc21
60: CC(=O)CCCCn1cnc2c1c(=O)n(C)c(=O)n2C

compound no.,55,56,57,58,59,60
Pf growth 96h,76%[activator],81%[activator],.,.,-5%,.
Pf growth 48h,-22%,112%[activator],-90%,.,52%[activator],.
HCV inh,?,?,-7%,.,-24%,.
CHX counter,4,26*,-1,-7,37*,-2
Giardia FBPA inh,-3%,4%,-2%,10%,-7%,8%
Shiga toxin inh,-4,60*,-8,-5,147*,18

61: O=C(CSc1nc(C(F)(F)F)cc(=O)[nH]1)N1CCCC1
62: CC(C)CC(NS(=O)(=O)c1ccccc1S(=O)(=O)NC(CC(C)C)C(=O)O)C(=O)O (stereo unspecified)
63: CNC(=S)Nc1ccc(Br)cc1
64: O=C1c2cccnc2C(Nc2cccc(F)c2)N1Cc1ccco1 (stereo unspecified)

compound no.,61,62,63,64
Pf growth 96h,0%,19%,194%[activator],-58%
Pf growth 48h,-3%,36%[activator],3%,-35%[5.75 µM]
HCV inh,-20%,10%,12%,-2%
CHX counter,.,-1,-2,-2
Giardia FBPA inh,.,-17%,3%,0%
Shiga toxin inh,.,-3,-1,-4

Another view of part of the listing above:
[57] Cc1cccc(COc2ccccc2/C=N/Nc2ccc([N+](=O)[O-])cc2)c1
- Pf growth 96h: .
- Pf growth 48h: -90%
- HCV inh: -7%
- CHX counter: -1
- Giardia FBPA inh: -2%
- Shiga toxin inh: -8

[29] CCCN1CCn2c3c(c4cc(Br)ccc42)CCCC31 (stereo unspecified)
- Pf growth 96h: 1.9µM*
- Pf growth 48h: 8.3µM*
- HCV inh: -22%
- CHX counter: 25*
- Giardia FBPA inh: -23%
- Shiga toxin inh: 32*

[59] COCCn1c(SCc2nc3ccccc3s2)nc2ccccc21
- Pf growth 96h: -5%
- Pf growth 48h: 52%[activator]
- HCV inh: -24%
- CHX counter: 37*
- Giardia FBPA inh: -7%
- Shiga toxin inh: 147*

[13] COc1ccc(-c2nn(-c3ccccc3)cc2CO)cc1
- Pf growth 96h: 11%
- Pf growth 48h: 105%[activator]
- HCV inh: ?
- CHX counter: 61*
- Giardia FBPA inh: 0%
- Shiga toxin inh: 164*

Screening data: PubChem BioAssay, National Center for Advancing Translational Sciences (NCATS)
